# D1 antag: Antagonist of Human D 1 Dopamine Receptor: qHTS; D(1A) dopamine receptor (Homo sapiens), P21728; HEK293 TREx D1 cells, calcium flux, dopamine EC80; stronger effect = lower value; AID 504652, 2011; 360,000 tested, 3.2% active; activity change, negative = inhibition, % at 10 µM; in the data active = activity change below about -30%; also: % is scaled to controls: 0 for no effect and ±100 for the full control effect
# Target sequence (P21728 whole entry, looked up): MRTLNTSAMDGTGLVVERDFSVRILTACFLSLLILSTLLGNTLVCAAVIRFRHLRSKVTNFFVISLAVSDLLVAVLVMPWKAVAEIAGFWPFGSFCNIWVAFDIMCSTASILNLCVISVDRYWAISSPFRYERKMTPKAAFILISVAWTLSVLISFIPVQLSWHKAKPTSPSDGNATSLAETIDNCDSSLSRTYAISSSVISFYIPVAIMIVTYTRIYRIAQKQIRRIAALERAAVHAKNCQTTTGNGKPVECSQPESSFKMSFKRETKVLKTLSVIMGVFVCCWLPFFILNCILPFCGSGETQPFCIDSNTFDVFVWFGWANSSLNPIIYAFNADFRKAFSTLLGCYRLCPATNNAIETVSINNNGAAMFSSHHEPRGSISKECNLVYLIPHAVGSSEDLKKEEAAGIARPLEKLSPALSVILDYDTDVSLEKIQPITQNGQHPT
#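 Kinetic fluorescence of a calcium dye serves as the read-out. D1-expressing Hek293 Trex cells, induced overnight at 30 C, are exposed to compound for 180 s before an EC80 dopamine addition, then read 180 s further.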
# RXFP1 antag: qHTS Assay for Antagonists of the Relaxin Receptor RXFP1; Relaxin receptor 1 (Homo sapiens), Q9HBX9; activity change, negative = inhibition, % at 57.5 µM; 350,000 tested, 0.59% active; HEK293-RXFP1, relaxin-stimulated cAMP HTRF, 30 min; stronger effect = lower value;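 active = activity change of -60% or lower, but not beyond a set lower limit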; also: % is scaled to controls: 0 for no effect and ±100 for the full control effect
# D1 PAM: Potentiators of Human D1 Dopamine Receptor: qHTS | D(1A) dopamine receptor (Homo sapiens), P21728 | HEK293 TREx D1 cells, calcium flux, dopamine EC20 potentiation | potentiation, % at 10 µM | 360,000 tested, 0.036% active; in the data active = potentiation above about 30%; also: 0% is about no effect
# D2 agonist: HTS Assay for Allosteric Agonists of the Human D2 Dopamine Receptor: Primary Screen for Agonists; activation, % at 2 µM; HEK293 T-REx D2 cells, calcium flux agonist mode; 340,000 tested, 0.53% active; AID 485358, 2010;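 active = activation over 3 SD above normal in the single-dose calcium agonist read, cut at about 30% in these data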; also: 0% is about no effect
#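 Agonism scored from kinetic calcium signal (1 read/sec, 180 s) following compound pin transfer, after a 10 s baseline. Cells: HEK293 Trex line expressing inducible D2 receptor coupled to calcium, dye-loaded after overnight culture at 30 C.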
# TRHR PAM: qHTS for Small Molecule Agonists and Allosteric Enhancers of Human TRH Receptor: Primary Screen for Enhancers. Thyrotropin-releasing hormone receptor (Homo sapiens), P34981. TRHR cells, fluo-8 calcium fluorescence, EC20 TRH enhancement. enhancement, % at 2 µM. 360,000 tested, 0.66% active; in the data active = enhancement above about 30%; also: 0% is about no effect
# Target sequence (P34981 whole entry, looked up): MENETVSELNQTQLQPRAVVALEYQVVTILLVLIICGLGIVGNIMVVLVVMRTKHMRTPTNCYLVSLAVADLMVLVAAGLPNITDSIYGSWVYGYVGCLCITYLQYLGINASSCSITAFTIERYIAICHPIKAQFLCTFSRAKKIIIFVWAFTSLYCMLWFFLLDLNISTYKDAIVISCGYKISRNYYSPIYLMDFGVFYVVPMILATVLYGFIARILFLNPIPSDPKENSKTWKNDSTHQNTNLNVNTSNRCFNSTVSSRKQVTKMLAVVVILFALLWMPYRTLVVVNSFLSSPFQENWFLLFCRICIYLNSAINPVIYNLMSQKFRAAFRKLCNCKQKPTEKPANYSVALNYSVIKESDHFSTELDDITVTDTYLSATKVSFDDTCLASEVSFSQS
#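 Enhancer read-out: after compound pinning and an initial kinetic agonist-mode read, an EC20 of TRH (10 nM final) was injected and fluo-8 calcium signal (Ex 480/Em 530) followed at 1 s/cycle for 100 cycles in TRHR-expressing cells.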
# D2 antag: HTS Assay for Allosteric Antagonists of the Human D2 Dopamine Receptor: Primary Screen for Antagonists; inhibition, % at 10 µM; HEK293 TREx D2 cells, calcium flux, dopamine EC80; AID 485344, 2010; 340,000 tested, 2% active; D(2) dopamine receptor (Homo sapiens), P14416; in the data active = inhibition above about 30%; also: 0% is about no effect
#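 In this primary screen, negative modulation is detected by tracking calcium flux after an EC80 dopamine challenge in inducible HEK293 T-REx D2 cells preexposed to test compound for 180 s.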
# D2 PAM: HTS Assay for Positive Allosteric Modulators of the Human D2 Dopamine Receptor: Primary Screen for Potentiators. D(2) dopamine receptor (Homo sapiens), P14416. HEK293 T-REx D2, calcium flux, EC20 dopamine potentiation. potentiation, % at 10 µM. 340,000 tested, 0.34% active. AID 485347, 2010;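 active = potentiation over 3 SD above the plate norm, cut at about 30% in these data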; also: 0% is about no effect
#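 Cells plated with tetracycline inducer and held overnight at 30 C; calcium dye loaded 30–90 min at room temperature; baseline taken, compound added and read 180 s; EC20 dopamine then added and read 180 s.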
# TRHR ag: qHTS for Small Molecule Agonists and Allosteric Enhancers of Human TRH Receptor: Primary Screen for Agonists; TRHR cells, calcium flux fluo-8, FDSS agonist mode; AID 493084, 2011; 360,000 tested, 0.18% active; Thyrotropin-releasing hormone receptor (Homo sapiens), P34981; activation, % at 2 µM; also: 0% is about no effect
#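 Steps: seed TRHR cells overnight; add fluo-8 no-wash Ca dye, RT 30 min–1.5 h; record 10 s baseline; pin-transfer compounds; monitor fluorescence 1 cycle/s for the agonist window. Calcium increases flag candidate agonists.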
# D1 ag: Allosteric Agonists of the Human D1 Dopamine Receptor: qHTS; D(1A) dopamine receptor (Homo sapiens), P21728; HEK293 T-REx D1 cells, calcium flux, agonist mode; activation, % at 2 µM; 360,000 tested, 1% active; AID 504660, 2011; also: 0% is about no effect
#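 Tetracycline-induced HEK293 TREx D1 cells, force-coupled to calcium signalling, were dye-loaded with a no-wash calcium kit. Compound was pin-added after a 10 s baseline. Fluorescence was read kinetically at 1 cycle/s for 180 s, with calcium rises flagged as agonism.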
# The depositor's hits bear a star; x = no result given; & = joins results of further samples. Rule as the data show it, unless noted: active = activation above about 30%; inactive = the rest.
no. | SMILES | D1 antag | RXFP1 antag | D1 PAM | D2 agonist | TRHR PAM | D2 antag | D2 PAM | TRHR ag | D1 ag
1 | COc1ccc2c(c1)c1c(c(=O)n(-c3cc(Cl)ccc3C)c(=O)n1Cc1ccc(F)cc1)n2C | -10 | x | -1 | -0.6 | 1 | x | 3 | -0.7 | 0
2 | N#Cc1ccc(CSc2nnc(-c3c[nH]c4ccccc34)n2-c2ccccc2)cc1 | 9 | -6 | -3 | x | -1 | x | x | -0.1 | 0
3 | Cc1cc(C(=O)N/N=C/c2cccnc2)cs1 | 15 | 16 | -4 | 1.3 | 9 | 10 | -5 | -0.1 | 4
4 | O=C(c1ccccc1)N1N=C(c2ccccc2O)CC1c1ccc(Br)cc1 (stereo not drawn) | -25 | 3 | -8 | 1.7 | -7 | 27 | 3 | 1.4 | 7
5 | Cc1ccc(C)c(S(=O)(=O)Nc2ccc3scnc3c2)c1 | -9 | -10 | -1 | -1.1 | 12 | -12 | 9 | 0.0 | 10
6 | CCOC(=O)c1nn(-c2ccc(F)cc2)c2nc(CC(C)C)c(C#N)c(=O)n12 | -26 | 12 | -2 | -0.7 | 0 | -7 | -9 | -0.4 | 0
7 | CCCOc1ccc(-c2nn(-c3ccccc3)cc2C2NC(=O)NC(C)=C2C(=O)OC)cc1 (stereo not drawn) | -19 | x | -2 | -1.6 | 3 | x | -3 | 0.0 | 3
8 | CCC(C(=O)Nc1ccc(C(=O)OC)cc1)n1c(=O)c(-c2ccccc2NC(C)=O)nc2ccccc21 (stereo not drawn) | -26 | -27 | 0 | 0.3 | -4 | x | 2 | -0.4 | -1
9 | c1ccc(CNCc2nnc(-c3cc4ccccc4[nH]3)s2)cc1 | 10 | x | -6 | x | 4 | x | x | 0.8 | 0
10 | N#Cc1nc(-c2ccccc2)oc1N1CCC(C(N)=O)CC1 | 1 | 0 | -2 | -0.2 | -2 | 16 | -4 | 0.3 | 1
11 | CC(NC(=O)c1ccccc1F)c1nnc(SCC(=O)NC2=NCCS2)n1C (stereo not drawn) | -4 | 11 | 12 | 0.1 | 0 | -18 | 9 | -0.2 | 3
12 | C=CCN1CN(S(=O)(=O)c2cccc(Cl)c2)c2nc3ccccc3nc21 | -16 | -22 | -3 | 0.1 | -1 | -9 | -17 | 0.2 | 2
13 | CCN(CC(=O)Nc1ccc(OC)cc1)C(=O)c1oc2c(Cl)cccc2c1C | 3 | -100* | -3 | -0.8 | -1 | -14 | 6 | 0.2 | 1
14 | Cc1ccc(CNC(=O)NC2COc3ccccc3C2)cc1 (stereo not drawn) | 5 | -15 | -1 | -0.5 | 0 | x | 7 | -0.6 | 0
15 | Nc1ccccc1OCP(=O)(c1ccccc1)c1ccccc1 | -20 | 4 | 1 | 0.9 | 11 | -5 | 7 | 0.1 | 1

# From entry 1 up to 14, as listed above:
no. | SMILES | D1 antag | RXFP1 antag | D1 PAM | D2 agonist | TRHR PAM | D2 antag | D2 PAM | TRHR ag | D1 ag
1 | COc1ccc2c(c1)c1c(c(=O)n(-c3cc(Cl)ccc3C)c(=O)n1Cc1ccc(F)cc1)n2C | -10 | x | -1 | -0.6 | 1 | x | 3 | -0.7 | 0
2 | N#Cc1ccc(CSc2nnc(-c3c[nH]c4ccccc34)n2-c2ccccc2)cc1 | 9 | -6 | -3 | x | -1 | x | x | -0.1 | 0
3 | Cc1cc(C(=O)N/N=C/c2cccnc2)cs1 | 15 | 16 | -4 | 1.3 | 9 | 10 | -5 | -0.1 | 4
4 | O=C(c1ccccc1)N1N=C(c2ccccc2O)CC1c1ccc(Br)cc1 (stereo not drawn) | -25 | 3 | -8 | 1.7 | -7 | 27 | 3 | 1.4 | 7
5 | Cc1ccc(C)c(S(=O)(=O)Nc2ccc3scnc3c2)c1 | -9 | -10 | -1 | -1.1 | 12 | -12 | 9 | 0.0 | 10
6 | CCOC(=O)c1nn(-c2ccc(F)cc2)c2nc(CC(C)C)c(C#N)c(=O)n12 | -26 | 12 | -2 | -0.7 | 0 | -7 | -9 | -0.4 | 0
7 | CCCOc1ccc(-c2nn(-c3ccccc3)cc2C2NC(=O)NC(C)=C2C(=O)OC)cc1 (stereo not drawn) | -19 | x | -2 | -1.6 | 3 | x | -3 | 0.0 | 3
8 | CCC(C(=O)Nc1ccc(C(=O)OC)cc1)n1c(=O)c(-c2ccccc2NC(C)=O)nc2ccccc21 (stereo not drawn) | -26 | -27 | 0 | 0.3 | -4 | x | 2 | -0.4 | -1
9 | c1ccc(CNCc2nnc(-c3cc4ccccc4[nH]3)s2)cc1 | 10 | x | -6 | x | 4 | x | x | 0.8 | 0
10 | N#Cc1nc(-c2ccccc2)oc1N1CCC(C(N)=O)CC1 | 1 | 0 | -2 | -0.2 | -2 | 16 | -4 | 0.3 | 1
11 | CC(NC(=O)c1ccccc1F)c1nnc(SCC(=O)NC2=NCCS2)n1C (stereo not drawn) | -4 | 11 | 12 | 0.1 | 0 | -18 | 9 | -0.2 | 3
12 | C=CCN1CN(S(=O)(=O)c2cccc(Cl)c2)c2nc3ccccc3nc21 | -16 | -22 | -3 | 0.1 | -1 | -9 | -17 | 0.2 | 2
13 | CCN(CC(=O)Nc1ccc(OC)cc1)C(=O)c1oc2c(Cl)cccc2c1C | 3 | -100* | -3 | -0.8 | -1 | -14 | 6 | 0.2 | 1
14 | Cc1ccc(CNC(=O)NC2COc3ccccc3C2)cc1 (stereo not drawn) | 5 | -15 | -1 | -0.5 | 0 | x | 7 | -0.6 | 0

# Next part
no. | SMILES | D1 antag | RXFP1 antag | D1 PAM | D2 agonist | TRHR PAM | D2 antag | D2 PAM | TRHR ag | D1 ag
16 | CCOC(=O)N1CCN(C(=O)c2nn(-c3cc(OC)cc(OC)c3)c(=O)c3ccccc23)CC1 | -9 | x | -17 | 1.7 | 8 | 3 | 10 | 0.3 | 1
17 | O=C(Nc1ccccc1O)c1cc(S(=O)(=O)N2CCOCC2)c(Cl)cc1Cl | -8 | -10 | -7 | 0.7 | -5 | -15 | -15 | 0.9 | 6
18 | Cc1ccc(-c2cc3c(n2-c2ccc(F)cc2)CC(C)(C)CC3=O)cc1 | 6 | -17 | 6 | 0.1 | -5 | x | 8 | -0.1 | 2
19 | CCOC(=O)C(CC)Sc1ncnc2nc[nH]c12 (stereo not drawn) | 0 | 0 | -5 | 0.8 | -3 | -15 | -1 | -0.3 | 0
20 | CCOC(=O)C1=C(C(F)(F)F)Nc2ncnn2C1c1cc(OC)ccc1OC (stereo not drawn) | -12 | 5 | -7 | -0.5 | -5 | 6 | -3 | -0.1 | 1
21 | COCc1cc(C)nc(N/N=C/c2ccc(Cl)c(Cl)c2)c1C#N | -7 | -3 | 1 | 0.3 | 3 | -5 | -4 | -0.4 | 2
22 | COc1ccc2nc(NCCCO)[nH]c2c1 | 3 | -2 | -3 | -0.2 | -2 | 9 | -13 | 0.3 | 1
23 | C=CCn1c(SCC(=O)NCc2ccc3c(c2)OCO3)nc2scc(-c3ccccc3)c2c1=O | 3 | -2 | -1 | -0.1 | -22 | 13 | -4 | 1.7 | 2
24 | CCCS(=O)(=O)N1CCCC(C(=O)NCCCN(C)c2ccccc2)C1 (stereo not drawn) | 5 | -31 | -1 | 0.2 | -3 | 23 | 0 | 0.1 | 0
25 | CC(=O)c1ccc(NC(=S)Nc2ccn(Cc3ccc(Br)cc3)n2)cc1 | x | -5 | 1 | 0.9 | -2 | -5 | -8 | 0.4 | -1
26 | Cn1c(C(=O)NCCN2CCc3ccccc3C2)cc2c(=O)n(C)c3ccccc3c21 | -9 | x | -6 | -1.6 | 5 | 48* | -22 | 0.5 | 2
27 | O=C(O)C1CCC(=O)N1Cc1ccccc1Cl (stereo not drawn) | 7 | -7 | 2 | 0.4 | -1 | 4 | -11 | -0.2 | 2
28 | O=C(/C=C/c1ccc(F)cc1)N1CCN(c2ncccn2)CC1 | -6 | 1 | -7 | -0.1 | 4 | 4 | 1 | -0.5 | 4
29 | NC(=O)NC(=O)COC(=O)c1ccc(Cl)c(S(=O)(=O)N(Cc2ccccc2)c2ccc(Cl)cc2)c1 | -13 | -8 | -4 | 0.9 | 2 | 9 | -1 | 1.1 | 7
30 | O=C(NCc1ccccn1)Nc1cccc(Cl)c1Cl | 5 | 0 | 1 | 0.1 | -3 | 2 | -7 | -0.8 | 0
31 | Cc1nc2ncnn2c(C)c1CCC(=O)NCCc1ccccc1 | 6 | 3 | -1 | 1.7 | 7 | 5 | 0 | 0.4 | 1
32 | COc1cccc(OC)c1C(=O)Nn1c(-c2cccs2)nc2ccccc2c1=O | -5 | 1 | -2 | -1.6 | 10 | -6 | 2 | -3.6 | 1
33 | Cc1[nH]n(-c2ccccc2)c(=O)c1C(c1cccc([N+](=O)[O-])c1)c1c(C)[nH]n(-c2ccccc2)c1=O | -9 | -4 | -3 | 1.3 | -2 | 8 | 1 | 0.0 | 8
34 | C#CC[N+]1(CC#Cc2ccccc2)CCCC1 | -52* | 4 | -2 | -0.6 | -5 | 1 | 7 | 0.2 | -1
35 | O=S(=O)(NC1CCN(S(=O)(=O)c2ccc3c(c2)OCCO3)C1)c1c(F)cccc1F (stereo not drawn) | 11&26 | x | -3&0 | 0.1 | -3&-6 | 7 | 0 | -0.2&1.1 | 1&-1
36 | COc1ccc(Cl)cc1NC(=O)Cn1nnc2sc3c(c2c1=O)CCC(C(C)(C)C)C3 (stereo not drawn) | 16 | 4 | 0 | 0.1 | 0 | x | 0 | 2.1 | 0
37 | CC1=CC(C)(C)N(C(=O)CSc2nccn2C)c2cc(C)ccc21 | 1 | -13 | -5 | -0.7 | -8 | -8 | 0 | -0.3 | 1
38 | NC(N)=NS(=O)(=O)c1ccc(NC(=S)NC(=O)/C=C/c2ccccc2)cc1 | 0 | -8 | 3 | 1.8 | 0 | -18 | 3 | 0.7 | 0
39 | CCCN(CCO)C1CCN(CCc2ccccc2)CC1 | -6 | -6 | -5 | 0.9 | 0 | -8 | 6 | 0.4 | 7
40 | COc1ccc(C2CC2/C(=N/O)c2ccccc2)cc1 (stereo not drawn) | -18 | 8 | -5 | 1.5 | 0 | 8 | 11 | 0.3 | 2

# Screening results: PubChem BioAssay, National Center for Advancing Translational Sciences (NCATS)
